GSK3 alpha inh – inhibitors of human GSK-3 alpha kinase; P49840; ADP-Glo luminescence, 60 min; inhibition, % at 10 µM; actives 0.1% (n = 320,000); AID 2650;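 in the data active = inhibition above about 50%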;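 also: GST-tagged GSK-3 alpha with peptide substrate and 25 µM ATP; 0% = DMSO neutral wells and 100% = GW8510 positive control wells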
Target sequence (P49840 whole entry, looked up): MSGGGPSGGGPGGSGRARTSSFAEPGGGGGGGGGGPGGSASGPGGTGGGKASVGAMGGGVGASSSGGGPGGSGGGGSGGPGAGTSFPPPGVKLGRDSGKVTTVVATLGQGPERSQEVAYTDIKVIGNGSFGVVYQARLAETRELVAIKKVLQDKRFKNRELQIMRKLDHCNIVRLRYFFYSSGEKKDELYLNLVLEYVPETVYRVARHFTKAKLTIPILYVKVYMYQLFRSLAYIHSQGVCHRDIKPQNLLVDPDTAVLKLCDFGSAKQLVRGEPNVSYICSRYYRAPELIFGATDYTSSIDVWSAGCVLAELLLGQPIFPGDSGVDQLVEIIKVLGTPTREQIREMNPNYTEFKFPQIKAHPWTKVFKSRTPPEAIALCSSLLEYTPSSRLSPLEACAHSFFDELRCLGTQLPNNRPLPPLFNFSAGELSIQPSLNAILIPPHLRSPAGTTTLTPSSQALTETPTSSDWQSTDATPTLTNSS
HSF1 activator – increases HSF-1 driven luciferase reporter signal; activation, % at 9 µM; NIH3T3-HGL HSF-1 luciferase reporter, MG132, 8 h; 100% = twice DMSO control signal; actives 1.7% (n = 300,000);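 active = mean replicate activation of at least 50% with a set share of replicates each reaching 50%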;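 also: 0% = median of the neutral control wells and 100% = twice that signal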
KLF5 inh – inhibitors of KLF5 expression. actives 0.23% (n = 290,000). DLD-1 KLF5 promoter-luciferase reporter, luminescence. inhibition, % at 5 µM. AID 1700;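 active = inhibition above a per-plate limit of that plate's mean compound inhibition plus 3 SD, cut at about 60% in these data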;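 also: 0% = DMSO wells and 100% = LY294002 at 200 µM; higher means less KLF5 promoter-driven luciferase light; inactives centre near -14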
AI-2 QS modul – modulates the Vibrio harveyi AI-2 quorum sensing system. Vibrio harveyi JMH597 AI-2 luminescence/OD600 ratio, 9 h; stronger effect = lower value; strain lacks LuxN and CqsS sensors; 0 = neutral-control median. activity change, % at 7.5 µM. actives 0.4% (n = 300,000); in the data active = activity change below about -75%, passing the limit was not always enough;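 also: luminescence divided by OD600 gain over 9 h not by final OD600 alone; inactives centre near 13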
aSyn UTR inh – MLPCN primary screen, SNCA 5' untranslated region | inhibition, % (tested at 7.5 µM) | alpha-synuclein 5'UTR reporter, inhibitor activity | AID 1813 | actives 0.82% (n = 300,000); in the data active = inhibition above about 60%;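 also: H4 neuroglioblastoma cells stably carrying SNCA 5'UTR luciferase fusion; 0% = DMSO wells and 100% = positive control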
HSF1 inh – HSF1 inhibition | NIH3T3-HGL HSE-luciferase, MG132-induced, luminescence 8 h; stronger effect = lower value | activity change, negative = inhibition, % at 7.5 µM (by protocol) | actives 0.77% (n = 300,000) | AID 2098;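 active = more than half of replicate wells show activity change below -50%, luminescence cut by over half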;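 also: luciferase reports HSF-1 transcriptional activity via heat shock element; 0% = median of DMSO wells and -100% = zero luminescence signal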
GSK3beta inhib – blocks human GSK3beta kinase activity; P49841; GST-GSK3beta kinase, ADP-Glo luminescence, 60 min; stronger effect = lower value; activity score (negative = inhibition), % at 10 µM; actives 0.038% (n = 300,000); AID 2097;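 active = more than half of replicate wells score below -50%, meaning over 50% inhibition versus plate controls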;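 also: 0% = median DMSO wells and -100% = median GW8510 positive control wells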
Target sequence (P49841 whole entry, looked up): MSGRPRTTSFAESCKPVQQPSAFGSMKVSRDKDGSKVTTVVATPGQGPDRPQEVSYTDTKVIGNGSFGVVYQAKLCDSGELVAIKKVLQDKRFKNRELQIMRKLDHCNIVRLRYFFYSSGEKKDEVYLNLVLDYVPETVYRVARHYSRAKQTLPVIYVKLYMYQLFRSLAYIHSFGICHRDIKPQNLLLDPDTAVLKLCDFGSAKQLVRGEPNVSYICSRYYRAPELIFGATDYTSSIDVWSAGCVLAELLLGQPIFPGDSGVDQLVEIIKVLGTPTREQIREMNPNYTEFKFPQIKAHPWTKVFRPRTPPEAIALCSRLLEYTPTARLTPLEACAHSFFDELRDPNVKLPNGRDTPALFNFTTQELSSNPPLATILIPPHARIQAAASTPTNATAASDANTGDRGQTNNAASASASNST
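test system = GST-tagged human GSK3beta kinase, cell-free | reagent = 25 µM ATP with peptide substrate | dosing = one dose of 10 µM per compound | schedule = 60 min reaction, RT | detection = luminescent ADP-Glo measurement of ADP formed | control set = DMSO neutral wells and GW8510 at 20 µM as positive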
IEC-6 cytotox – counter-screen for KLF5 inhibitors: cytotoxicity in IEC-6 cells. IEC-6 cytotoxicity, luminescence viability. inhibition, % at 5 µM. actives 0.78% (n = 290,000). AID 1825; in the data active = inhibition above about 22%;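 also: 0% = plate median of test compound wells and 100% = cytotoxic reference compound wells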
HIF act – HIF pathway transcriptional activation; U2OS HRE-luciferase reporter, luminescence; normalized: DMSO 0%, desferrioxamine 100%; activation, % at 7.5 µM (by protocol); actives 0.32% (n = 300,000); AID 1910;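 active = mean activation of at least 10% of the iron chelator positive control signal, with at least half of replicates also reaching 10%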
HSP90 inh – blocks HSP90-mediated luciferase refolding in reticulocyte lysate; Rabbit reticulocyte lysate, luciferase refolding luminescence, 3 h; inhibition, % at 5.6 µM; actives 0.91% (n = 290,000); AID 1789;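 active = inhibition above the screen-wide mean plus 3 SD, computed separately per campaign, cut at about 16% in these data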;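 also: 0% = DMSO wells and 100% = 60 µM geldanamycin wells; inhibitors lower the luminescence because luciferase stays unfolded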
* marks the source's active call; other numbers are inactive results; . = no result given. No enrichment for hits (roughly 4.7% active in at least one column).

SMILES	GSK3 alpha inh	HSF1 activator	KLF5 inh	AI-2 QS modul	aSyn UTR inh	HSF1 inh	GSK3beta inhib	IEC-6 cytotox	HIF act	HSP90 inh
CCOC(=O)CCN(Cc1cccs1)S(=O)(=O)c1ccc(Cl)cc1	-2	2	-9	13	23	0	0	0	-0.7	1
COc1ccc(NC(=O)C2CC(=O)n3ncnc3N2)cc1 (stereo not drawn)	1	2	1	21	-19	-4	2	3	0.1	-1
COc1ccc(CCNC(=O)C(CCC(N)=O)NS(=O)(=O)c2ccc(Cl)cc2)cc1OC (stereo not drawn)	1	-5	-29	3	8	-2	0	-2	-0.6	0
CC(=O)c1cnc2cc(-c3ccc(C)cc3)nn2c1C	-3	-6	6	-7	-243	-5	6	7	2.6	-4
Cc1ccccc1-n1c(=O)/c(=C\c2ccco2)s/c1=C(/C#N)C(=O)Nc1ccccc1	-3	15	0	19	9	6	2	2	-0.7	-1
O=C(CCn1nc(-c2ccc(Cl)cc2)c2ccccc2c1=O)NCCN1CCOCC1	0	4	-17	14	-9	-2	1	2	-0.1	2
Cc1nc2ccc(Br)cc2c2c1CC(CO)O2 (stereo not drawn)	-2	5	-52	29	13	-3	4	3	0.8	-5
O=C(COc1ccc2ccc(=O)oc2c1)N1CCN(c2ccccc2)CC1	-2	-1	-14	6	19	-3	-1	-1	-0.5	0
CCn1cc(C(=O)NCCCOC)c(=O)c2cc(S(=O)(=O)N(C)C)ccc21	.	3	-15	22	-1	-1	-14	-1	-0.1	2
COc1ccc(C(CNC(=O)c2ccc(-n3cnnn3)cc2)N2CCOCC2)cc1 (stereo not drawn)	7	-9	-57	12	-9	-2	1	0	0.5	-1
Cc1cc2ccccc2c(=O)n1CC(=O)Nc1ccc2c(c1)OCCO2	-4	2	-1	14	15	-7	4	6	0.3	-1
CN(C)C(=O)c1cc(C(=O)c2c(F)cccc2F)c[nH]1	0	13	-56	26	-13	3	-1	-3	-19	-5
Cn1ncc(-c2ccno2)c1C(=O)O	-1	-3	-38	78	-6	10	2	-1	-0.1	-2
O=C(CN1CCN(C(=O)c2cccc(F)c2)CC1)NC1CCCCC1	0	-4	-11	7	11	-3	4	0	0.0	-1
Cn1c(SCC(=O)Nc2nc3ccccc3s2)nnc1-c1ccccc1	0	.	-5	.	.	.	.	4	.	-2
O=C(CN1C(=O)C2CC=CCC2C1=O)Nc1ccc(S(=O)(=O)Nc2ncccn2)cc1 (stereo not drawn)	-3	1	-18	22	16	-8	-2	-6	0.0	5
O=C1N/C(=N/O)S/C1=C\c1ccccc1-n1cccn1	3	-26	-5	23	5	-22	-2	3	-0.1	-1
O=C(C(=O)N1CCN(c2ccccc2)CC1)c1c[nH]c2ccccc12	11	3	-34	34	-1	3	-2	-6	0.1	-2
O=C(CSc1nnc(SCc2ccc(Cl)cc2)s1)N/N=C/c1ccccc1Cl	-2	42	-24	23	-32	16	1	-3	1.4	-2
CCOC(=O)C1=C(O)/C(=C/c2cc(C)n(-c3ccccc3)c2C)N=C1C	0	-1	-22	14	13	-6	2	-5	-0.1	3
CCOC(=O)c1c(-c2ccc(C)o2)csc1NC(=O)COC(=O)c1cccs1	-2	8	-12	11	-31	8	-2	-7	0.2	1
NCCCNc1nc(N)c([N+](=O)[O-])c(NC2CCCCC2)n1	73*	-2	55	-2	49	3	1	46*	-13	-2
Cc1cccc(NC(=O)Cn2ccn(-c3ccc4c(c3)OCCO4)c(=O)c2=O)c1	-3	1	.	23	1	-2	2	.	-0.4	.
COc1cccc(COC(=O)c2ccc(S(=O)(=O)N3CCC(C)CC3)cc2)c1OC	1	3	.	37	1	5	-1	.	1.0	.
O=C(O)CCCn1cc(NC(=O)c2ccc(Br)o2)cn1	0	8	-45	3	-3	-6	0	2	-0.1	2
CC(=O)Nc1ccc(S(=O)(=O)NNC(=O)c2cccc([N+](=O)[O-])c2)cc1	-1	15	-49	0	8	-3	1	2	-0.7	-3
CCCCNC(=O)COC(=O)c1ccc(Cl)c(S(=O)(=O)N2CCCC2)c1	-2	42	-10	13	14	-4	-1	2	0.3	-1
O=C(c1ccc(OC2CCN(C/C=C/c3ccccc3)CC2)cc1)N1CCCCC1	1	1	-6	53	1	-7	4	7	-0.3	1
C/C(=N/NC(=O)c1cc(C)[nH]n1)c1ccco1	5	-9	-48	.	-60	1	-1	-2	0.2	-1
O=C(COC(=O)Cc1ccsc1)Nc1ccc(S(=O)(=O)N2CCOCC2)cc1	0	4	-23	5	-33	8	3	-2	-0.1	0
S=c1nc(-c2ccccc2)n(Cc2cccnc2)c2c1CCCC2	4	-1	-2	20	-20	2	1	2	3.4	4
O=C(CSc1ccc(Cl)cc1)Nn1cnnc1	-3	20	-25	9	-4	-6	1	-1	0.7	-1
CCOC(=O)C1CCN(Cc2ccc(N(C)C)cc2)CC1	0	.	17	.	.	.	.	-2	.	4
O=C(CNc1ccccc1)N/N=C/c1cc([N+](=O)[O-])ccc1N1CCCC1	-1	4	-20	10	1	-4	-3	-1	-0.3	-1
Cc1ccc(NC(=O)NCc2ccncc2)cc1Cl	-2	13	-17	-34	-17	5	-5	4	0.1	-2
O/N=C1\CCCc2ccc(Cl)cc21	.	-4	-25	-1	-26	0	4	2	-0.1	0
CCCCn1c(=S)[nH]c2ccc(N3CCOCC3)cc2c1=O	-7	1	-21	29	-9	5	-1	6	-0.1	-3
Cn1nc([N+](=O)[O-])c(C(C#N)c2ccccn2)c(Cl)c1=O (stereo not drawn)	1	35	14	46	-11	25	-1	0	-0.1	-4
Cc1ccc(C)c(N2CCN(C(=O)c3ccc(N4CCCC4=O)cc3)CC2)c1	1	-14	-13	16	25	-3	0	7	-0.3	1
Cc1ccc2nc(N/N=C/c3ccccc3C#N)nc(-c3ccccc3)c2c1	0	0	-16	-23	-6	8	-2	-2	-0.3	0
O=C(Cn1nnc(-c2cc(Cl)ccc2-n2cnnn2)n1)N1CCCc2ccccc21	0	12	-13	27	8	0	1	-2	0.0	2
O=C(Nc1ccc2c(c1)OCCO2)NC1(C(F)(F)F)Oc2ccccc2O1	-1	-72	-31	19	62*	-67*	0	-4	0.3	-2
CCC(=O)Nc1ccc(NC(=O)CSc2nnnn2-c2ccc(OC)cc2)cc1	0	-6	-27	22	16	0	-1	-7	-25	-4
COc1ccc(C(=O)Nc2ccc3c(c2)OCCO3)cc1Br	0	33	-155	10	-255	38	-1	-1	3.1	-1
CCc1ccc(C(=O)CN(C#N)c2nc(C)cc(C)n2)cc1	0	4	-42	10	-31	10	0	-2	-1.5	-1
Cc1ccc2cc(CN(CCN3CCOCC3)Cc3nnnn3Cc3ccco3)c(=O)[nH]c2c1C	.	-22	25	0	-12	-3	3	-4	-0.1	7
COc1ccc(S(=O)(=O)N2CCOC23CCN(S(=O)(=O)c2cc(C)ccc2OC)CC3)cc1	-1	-8	.	8	5	2	-4	.	0.0	.
CCNc1nc(NC(C)(C)C)nc(N2CCCC2)n1	1	-13	-35	10	4	-9	-4	0	-0.4	0
O=C1c2ccccc2C(=O)N1Cc1ccco1	-2	-7	-37	0	-10	-6	0	0	1.6	3
O=C(O)c1ccc(COc2ccccc2Cl)cc1	0	4	-24	10	-15	-5	3	-3	0.2	-9
Cc1ccn2c(NCc3ccc4c(c3)OCO4)c(-c3ccc(O)cc3)nc2c1	0	39	-8	0	-10	23	-1	2	1.2	2
C[C@@H](C(=O)OCC(=O)Nc1cc(S(=O)(=O)N2CCOCC2)ccc1Cl)N1C(=O)C2CCCCC2C1=O (stereo partly drawn)	14	-3	-35	16	11	-5	0	6	-0.5	1
O=C(CNC(=O)c1ccc2ccccc2c1)OCC(=O)N1CCN(S(=O)(=O)c2ccc3ccccc3c2)CC1	2	1	-10	34	2	2	-3	-3	1.4	8
COc1ccc(/C=N/N(C)C2=NCCN2)c(OC)c1OC	0	-90	-15	10	10	-86*	3	3	-0.2	-2
CCOC(=O)c1cc2c(nc1N)CCCC2	1	8	-8	15	8	1	2	-4	0.2	-4
CC1=CC(C)C(C(=O)O)C(C(=O)Nc2cccnc2)C1 (stereo not drawn)	0	19	-12	6	-3	3	0	-8	-0.1	-3
O=C(NCCN1CCOCC1)/C(=C\c1ccc(F)cc1)NC(=O)c1ccccc1	-3	1	-13	-3	-1	0	-7	7	0.0	5
COc1cccc(OC)c1C(=O)Nc1ccc(CN2CCOCC2)cc1	-3	8	-22	37	5	-6	1	1	-37	-3
CCOCCCN(C(=O)Cn1nnc2ccccc21)C(C(=O)NCc1ccco1)c1ccncc1 (stereo not drawn)	.	.	-28	14	.	.	-1	-2	.	0
O=C(COC(=O)COc1ccccc1)Nc1ccccc1OC(F)F	1	-2	-19	28	1	5	1	-7	-0.1	0

Just HIF act, for two of the compounds above:
| Structure | HIF act |
| --- | --- |
| O=C(Nc1ccc2c(c1)OCCO2)NC1(C(F)(F)F)Oc2ccccc2O1 | 0.3 |
| CCC(=O)Nc1ccc(NC(=O)CSc2nnnn2-c2ccc(OC)cc2)cc1 | -25 |

(listing goes on)
SMILES	GSK3 alpha inh	HSF1 activator	KLF5 inh	AI-2 QS modul	aSyn UTR inh	HSF1 inh	GSK3beta inhib	IEC-6 cytotox	HIF act	HSP90 inh
Cc1ccc(-n2cc(CN3CCN(c4ccccn4)CC3)c(-c3ccc(F)cc3)n2)cc1	0	-10	-8	20	-20	-4	-3	4	-0.3	2
Cc1ccccc1/C=C/c1nc2ccccc2c(=O)n1CCc1ccccc1	-2	24	-20	34	34	3	0	-2	-0.8	1
O=C(CC1NCCc2ccccc21)Nc1ccc(Cl)cc1 (stereo not drawn)	1	-4	-3	27	-59	2	-1	18	-0.4	0
Cc1ccc(S(=O)(=O)CCC(=O)OCc2ccc(Cl)cc2)cc1	-2	-1	-21	16	-1	-15	1	-6	-0.8	5
O=c1oc2ccccc2cc1-c1nc2c(s1)CCc1ccccc1-2	-1	-4	0	11	-81	3	0	-2	0.9	-2
COC(=O)/C=C/C(=O)N1CCN(c2ccccc2C)CC1	0	5	-4	9	-22	1	-1	5	0.1	0
Cc1cc(Cl)ccc1N(CC(=O)NCCSCc1ccco1)S(C)(=O)=O	0	25	12	5	8	10	1	2	-0.7	-3
Cc1cccc(NS(=O)(=O)c2cnc[nH]2)c1	.	-1	-20	23	11	-2	-1	4	0.6	-1
CCOc1ccc(-c2c(C(=O)N/N=C(\C)c3ccco3)nnn2-c2nonc2N)cc1	0	0	-23	34	1	0	0	1	0.2	-3
COC(=O)COC(=O)CC(CC(N)=O)c1ccccc1 (stereo not drawn)	13	-23	-5	10	8	-8	1	6	0.2	0
CSC1=NCCN1C(=O)c1cccc(Br)c1	0	-17	-12	21	-4	-4	2	-2	0.3	3
C(#CC12CC3CC(CC(C3)C1)C2)CN1CCOCC1	0	-5	-30	26	-10	-8	-4	-2	0.5	-2
O=C(Cn1c(Cc2ccccc2)nc2ccccc21)NCc1ccc2c(c1)OCO2	0	21	1	23	19	3	1	6	137*	2
